Screens (PubChem BioAssay)
RGS7-Gao – modulates binding of RGS7 to human Galphao; binding response (% of control), % at 10 µM; hit rate 0.35% among 220,000; Multiplexed bead flow cytometry; actives lie on both sides; in the data active means binding response below about 49% or above about 150%; inconclusive means no clear call, values can overlap the other calls; inactive means in between;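 further: fluorescent Galphao held in activated GDP-AlF4 state binding bead-coupled RGS7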
Bim-Bfl-1 – disrupts Bim binding to human Bfl-1. Bead-based flow cytometry, Bim-Bfl-1 binding inhibition. inhibition, % at 10 µM. hit rate 0.12% among 190,000. AID 1008;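 further: 0% = wells without compound plus tracer and 100% = blocker peptide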
RGS4-Gao reg – human RGS4-Galphao interaction regulation. P09471. Multiplexed bead flow cytometry, RGS4-Galphao binding; actives lie on both sides. binding response (% of control), % at 10 µM. hit rate 0.33% among 220,000. AID 1415; in the data active means binding response below about 49% or above about 150%; inactive means in between;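 further: fluorescent Galphao activated with aluminum fluoride binding bead-coupled RGS4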
Bcl-XL Bim block – human Bim-Bcl-XL interaction inhibition; Bim peptide-Bcl-XL binding, bead flow cytometry, fluorescence; Q07817; inhibition, % at 10 µM; hit rate 0.04% among 190,000
RGS8-Gao reg – regulators of human RGS8-Galphao interaction; P09471; response (percent of control binding), % at 10 µM; AID 1423; multiplexed bead flow cytometry, RGS8-Galphao binding; actives lie on both sides; hit rate 0.34% among 220,000; in the data active means response below about 60% or above about 140%; inactive means in between;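 further: Galphao activated as the GDP aluminium fluoride complex binding bead-coupled RGS8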
GSH fluor – GSH bead compound fluorescence profile | GSH beads flow cytometry, compound fluorescence 488/530 nm; hits give high values | fluorescence (KMESF) at 10 µM | hit rate 0.25% among 190,000 | AID 1776; in the data active means fluorescence above about 89;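 further: glutathione beads carrying GST-tagged Bcl family fusion proteins plus one bare bead set; values are compound well signal with DMSO vehicle wells as background; inactives centre near 16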
ABCB1 block – blocks JC-1 efflux by human ABCB1 transporter | CCRF-Adr cells, flow cytometry | inhibition, % at 6.6 µM | hit rate 0.067% among 190,000 | AID 1326; in the data active means inhibition above about 40%;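 further: 0% = vehicle and 100% = reference inhibitor; higher value means more JC-1 retained so stronger ABCB1 efflux block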
Bim-Bcl-2 – inhibitors of Bim-Bcl-2 interaction, human; P10415; Bead-based flow cytometry, Bim peptide-Bcl-2 binding; inhibition, % at 10 µM; hit rate 0.06% among 190,000; AID 950; in the data active means inhibition above about 40%; inconclusive means no clear call, values can overlap the other calls;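 further: 0% = no compound wells with probe peptide and 100% = reference peptide inhibitor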
Bim-Bcl-W – inhibitors of Bim-Bcl-W interaction, human. Q92843. bead-based flow cytometry, Bim peptide-Bcl-W binding. inhibition, % at 10 µM. hit rate 0.02% among 190,000. AID 952;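 further: 0% = bound tracer without compound and 100% = peptide blocker; higher means less fluorescent Bim peptide bound to Bcl-W beads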
Target sequence (Q92843 whole entry, looked up): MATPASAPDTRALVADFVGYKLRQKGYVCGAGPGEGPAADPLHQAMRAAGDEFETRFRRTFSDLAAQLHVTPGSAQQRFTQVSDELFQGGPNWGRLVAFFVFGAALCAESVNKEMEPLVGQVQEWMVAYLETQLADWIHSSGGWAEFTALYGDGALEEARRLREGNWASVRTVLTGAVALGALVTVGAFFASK
Bim-Bcl-B – disrupts Bim peptide binding to human Bcl-B; bead-based flow cytometry; inhibition, % at 10 µM; hit rate 0.073% among 190,000; AID 951;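 further: 0% = tracer peptide without compound and 100% = reference inhibitor peptide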
Target sequence (Q9HD36 whole entry, looked up): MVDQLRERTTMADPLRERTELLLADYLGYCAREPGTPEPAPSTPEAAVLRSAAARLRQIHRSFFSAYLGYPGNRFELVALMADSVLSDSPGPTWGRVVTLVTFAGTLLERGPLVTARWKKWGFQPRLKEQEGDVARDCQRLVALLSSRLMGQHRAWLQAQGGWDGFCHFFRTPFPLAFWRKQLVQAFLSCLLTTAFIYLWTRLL
ABCG2 inh – blocks JC-1 efflux by human ABCG2 transporter; IgMXP3 cells, flow cytometry; inhibition, % at 6.6 µM; hit rate 0.1% among 190,000; AID 1325;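 active means inhibition above 80%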;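 further: 0% = DMSO and 100% = nicardipine control wells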
Target sequence (Q9UNQ0 whole entry, looked up): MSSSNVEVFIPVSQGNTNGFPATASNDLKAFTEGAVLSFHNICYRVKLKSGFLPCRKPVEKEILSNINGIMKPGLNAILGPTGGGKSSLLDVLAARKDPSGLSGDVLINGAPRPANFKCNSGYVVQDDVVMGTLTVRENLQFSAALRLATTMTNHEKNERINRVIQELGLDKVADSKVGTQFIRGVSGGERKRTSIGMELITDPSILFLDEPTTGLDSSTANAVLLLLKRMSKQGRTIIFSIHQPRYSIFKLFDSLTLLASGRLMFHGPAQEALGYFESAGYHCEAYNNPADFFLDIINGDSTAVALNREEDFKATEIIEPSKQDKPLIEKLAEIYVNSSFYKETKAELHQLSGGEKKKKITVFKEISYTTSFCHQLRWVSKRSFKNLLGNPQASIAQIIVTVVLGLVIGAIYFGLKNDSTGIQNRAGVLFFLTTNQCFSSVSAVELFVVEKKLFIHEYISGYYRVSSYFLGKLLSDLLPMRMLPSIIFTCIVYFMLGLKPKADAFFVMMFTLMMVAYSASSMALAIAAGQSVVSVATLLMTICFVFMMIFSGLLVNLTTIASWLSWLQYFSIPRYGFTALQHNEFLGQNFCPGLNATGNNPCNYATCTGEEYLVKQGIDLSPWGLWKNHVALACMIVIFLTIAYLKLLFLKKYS
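Assay system – ABCG2 IgMXP3 and barcoded ABCB1 CCRF-Adr cell mix · Input – 3 million cells/mL in well · Reagent – JC-1 fluorescent substrate · Compound – single test compound dose, 6.6 µM final · Timing – 10 min exposure at 25 °C with rotation, no wash · Detection – flow cytometry of retained JC-1 fluorescence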
* = called active by the depositor; ? = inconclusive; . = not tested or not shown. Unless noted, no stated cut-off is given here; in the data, active means inhibition above about 40%. Compounds as they come. Share with any hit: about 1.1%.

SMILES | RGS7-Gao | Bim-Bfl-1 | RGS4-Gao reg | Bcl-XL Bim block | RGS8-Gao reg | GSH fluor | ABCB1 block | Bim-Bcl-2 | Bim-Bcl-W | Bim-Bcl-B | ABCG2 inh
COCc1cc(=O)[nH]c(/N=C(\N)Nc2ccc(C)cc2)n1 | 97 | -12 | 104 | -4 | 103 | 22 | 0.6 | -12 | 0 | -7 | 0
O=C(OCC(=O)N1CCCCC1)c1ccccc1SCC(=O)N1CCCCC1 | 102 | -2 | 104 | 0 | 100 | 7 | 0.0 | 0 | 0 | -1 | 0
OCCNCC1(O)C2CC3CC(C2)CC1C3 (stereo not given) | 107 | 0 | 106 | 1 | 105 | 20 | 0.0 | 2 | 1 | 1 | 1
O=C(O)CNS(=O)(=O)c1ccc2c(c1)CCCC2 | ? | -5 | 104 | 0 | 102 | 17 | 0.4 | -5 | -4 | -5 | 1
Cn1c(C(=O)OCC(=O)NCCc2ccccc2)cc2sccc21 | 106 | -9 | 103 | -2 | 101 | 16 | 0.8 | -6 | 4 | -2 | 7
Cc1c(C#N)c(N=CN(C)C)c(C(=O)c2ccc(Br)cc2)n1-c1ccccc1 | 95 | -14 | 100 | -6 | 100 | 34 | 1.4 | -8 | -1 | -8 | 17
COC(=O)Oc1ccc(/C=N/NC(=O)CN(c2ccccc2Cl)S(C)(=O)=O)cc1OC | 88 | -14 | 84 | 2 | 101 | 23 | 1.0 | -12 | 0 | -2 | 8
O=[N+]([O-])c1nn(-c2ccc3c(c2)OCCO3)n(O)c1=Nc1ccc(Cl)cc1 | 97 | -9 | 98 | -9 | 103 | 4 | -0.1 | -6 | 0 | -9 | 0
Cc1cc(C)c(OCCNC(=O)c2ccccc2Sc2ccccc2C#N)c(C)c1 | 87 | 1 | 91 | -2 | 90 | 9 | 1.8 | 1 | -1 | -1 | 21
N#CCc1c(C#N)c(N)nc(N2CCN(Cc3ccc4c(c3)OCO4)CC2)c1C#N | 98 | -2 | 102 | -5 | 97 | 25 | . | -5 | 3 | -13 | .
C=CCNCC(=O)Nc1sc2c(c1C(=O)Nc1ccc(OC)cc1OC)CCC2 | ? | 1 | 95 | -6 | 100 | 17 | 1.6 | -1 | -6 | 1 | 1
COc1ccccc1NS(=O)(=O)c1cccc(C(=O)N/N=C/c2ccc(OCC(=O)O)cc2)c1 | ? | -5 | 97 | -1 | 98 | 15 | 0.0 | 0 | 1 | -2 | 2
O=C(Nc1ccon1)c1sc2ccccc2c1Cl | 99 | -20 | 97 | -10 | 100 | 32 | 1.2 | -8 | -2 | -13 | 29
N#Cc1nc(COc2ccccc2F)oc1NCCCn1ccnc1 | 106 | -13 | 106 | -5 | 107 | 14 | 0.1 | -11 | 0 | -11 | 12
C#CCNC(=O)C1=C[C@@H](c2coc3ccccc3c2=O)C[C@@H](OCc2ccc(CO)cc2)O1 | 99 | 5 | 97 | -4 | 103 | 17 | 0.8 | 0 | -1 | 2 | 6
CCOC(=O)c1cccc(NC(=O)Cn2cc3c(n2)CCC(C)C3)c1 (stereo not given) | 107 | -9 | 104 | -6 | 102 | 20 | -2.9 | -9 | 2 | -7 | -3
CC(=O)N1CCc2ccc(S(=O)(=O)N3CCN(C)CC3)cc21 | 102 | -2 | 101 | -6 | 105 | 3 | 0.1 | 0 | -4 | -4 | -1
COc1cccc(CN2CCN(Cc3cc(OC)c(OC)cc3[N+](=O)[O-])CC2)c1 | 93 | -2 | 94 | -1 | 98 | 7 | 1.1 | 0 | -2 | -1 | 5
Cn1cc(CC(=O)NCCCN2CCOCC2)c2ccccc21 | 108 | -1 | 110 | -1 | 122 | 11 | 0.9 | -2 | -1 | -1 | 11
CCN(CC)CCn1c(NCc2ccco2)nc2ccccc21 | 106 | 0 | 103 | -4 | 103 | 17 | 0.6 | 0 | -4 | -1 | 0
c1coc(CN2CN=C(Nc3nc4ccccc4s3)NC2)c1 | 103 | -2 | 105 | -3 | 103 | 10 | 0.5 | -3 | -4 | -1 | 2
Cc1ccc(CNC(=O)C(Cc2ccccc2)NS(=O)(=O)c2ccc(Br)s2)cc1 (stereo not given) | 87 | 0 | 88 | -1 | 90 | 24 | 6.1 | 0 | 0 | -1 | 3
O=C(O)c1ccc(N/N=C/c2ccc(F)c(F)c2)cc1 | 97 | -6 | 98 | -5 | 100 | 12 | 0.9 | -4 | -4 | -6 | 1
CCOC(=O)C1(CC2CCCCO2)CCN(S(=O)(=O)c2ccsc2)CC1 (stereo not given) | 103 | 1 | 101 | -3 | 103 | 23 | 0.2 | 0 | -4 | 0 | 1
O=C(O)c1cc2ncc(-c3[nH]ncc3[N+](=O)[O-])cn2n1 | 100 | -4 | 104 | 0 | 102 | 9 | 1.2 | 1 | 0 | 1 | 4

(further entries)
SMILES | RGS7-Gao | Bim-Bfl-1 | RGS4-Gao reg | Bcl-XL Bim block | RGS8-Gao reg | GSH fluor | ABCB1 block | Bim-Bcl-2 | Bim-Bcl-W | Bim-Bcl-B | ABCG2 inh
Cc1ccc(S(=O)(=O)Nc2nc3ccccc3nc2N2CCc3ccccc3C2)cc1 | 98 | -1 | 98 | -1 | 97 | 26 | 0.7 | 0 | 1 | 0 | 0
Cc1ccc(C)c(NC(=O)CSc2nnc(C)c(=O)n2N)c1 | 114 | -3 | 95 | 0 | 87 | 5 | 1.6 | 0 | 0 | -5 | 4
COc1ccccc1-n1ccnc1SCC(=O)NC(C)(C)C | 104 | -9 | 101 | -5 | 103 | 15 | 0.3 | -11 | -6 | -7 | 1
Cc1oc(-c2cccc(Cl)c2)nc1CN(C)C1CCOC1 (stereo not given) | 102 | -4 | 101 | -1 | 105 | 12 | 0.2 | 0 | -1 | -5 | 1
C#Cc1ccc([C@@H]2C=C(C(=O)N3CCN(Cc4ccccc4)CC3)O[C@H](OCCCCO)C2)cc1 | 102 | -3 | 100 | -4 | 97 | 19 | 0.4 | 0 | 2 | 0 | 0
COc1ccc(NC(=O)Cn2cnc3c(nnn3-c3ccc(C)cc3)c2=O)cc1 | 96 | -3 | 93 | -2 | 98 | 9 | -0.4 | 0 | 0 | 0 | 3
COC(=O)c1cccc(NC(=O)NC2CCCN2S(=O)(=O)c2ccc(Cl)cc2)c1 (stereo not given) | 100 | -10 | 104 | -4 | 102 | 28 | 0.5 | -7 | 1 | -6 | 3
O=C(Nc1nc2ccccc2s1)C1CC(=O)N(c2ccccc2)C1 (stereo not given) | 98 | 10 | 100 | 4 | 101 | 55 | 0.1 | 4 | 5 | 8 | 1
CCSc1nnc(NC(=O)CSc2nccn2-c2cc(C)cc(C)c2)s1 | 100 | -21 | 100 | -9 | 101 | 27 | 1.6 | -10 | -4 | -12 | 20
c1ccc(CSc2nnc(-c3ccncc3)o2)cc1 | 91 | 0 | 96 | -3 | 95 | 20 | 0.4 | -1 | 0 | -1 | 2
Cc1ccc(NC(=O)CS(=O)CC(=O)NCC2CCCO2)cc1 (stereo not given) | 103 | -26 | 105 | -9 | 103 | 29 | -0.1 | -2 | -5 | -10 | 2
CC(C)C(=O)Nc1ccc(O)c(-c2csc(N)n2)c1 | 95 | -5 | 100 | -1 | 101 | 11 | 0.1 | -1 | -2 | 0 | 22
O=C(Nc1ccccc1Cl)c1cccc(NC(=O)C2C3CC4OC(=O)C2C4C3)c1 (stereo not given) | 102 | 0 | 99 | -3 | 103 | 8 | 1.8 | 0 | -2 | -4 | 6
Cn1cccc1CC(=O)N/N=C/C=C/c1ccccc1 | 101 | 0 | 95 | -6 | 102 | 22 | 0.1 | 2 | -1 | 0 | -1
O=C(Nc1ccccc1)Nc1nncs1 | 86 | -6 | 84 | -4 | 95 | 6 | 0.1 | -1 | 1 | -1 | 1
Cc1cccnc1NC(=S)NC(=O)/C=C/c1ccccc1 | 90 | -2 | 93 | -3 | 95 | 20 | 0.1 | 0 | 0 | -4 | 3
Cc1ccc(N(CC(=O)NCc2ccc(F)cc2)C(=O)c2csnn2)c(C)c1 | 104 | -2 | 99 | -3 | 109 | 25 | 0.5 | 0 | 2 | 0 | 3
CC(C)(C)OC(=O)Cn1c(=O)cnc2ccccc21 | 98 | -17 | 101 | -10 | 98 | 36 | 0.2 | -8 | -1 | -8 | 1
COC(=O)Cn1cnc(=O)c(C#N)c1/C=C/N(C)C | 105 | -15 | 107 | -5 | 103 | 12 | 0.3 | -15 | 5 | -11 | 1
C=CCn1c(COc2cccc(C)c2)nnc1SCC(=O)c1c[nH]c2c(CC)cccc12 | 98 | -17 | 94 | -13 | 94 | 20 | 0.4 | -6 | -6 | -10 | 2
Cc1nn(C(C)(C)C)c(OC(=O)C2CCCC2)c1S(=O)(=O)c1ccccc1 | 94 | -2 | 96 | -1 | 100 | 16 | 0.5 | -4 | 0 | -1 | 1
CC1=NN(c2ccccc2)C(=O)/C1=C/c1c(O)n(-c2ccc(F)c(Cl)c2)[nH]c1=O | 102 | -19 | 102 | -16 | 102 | 20 | -0.9 | -13 | -6 | -7 | 2
O=C(Nc1ccccc1)N1N=C(c2ccc(F)cc2)CC1c1ccc(F)cc1 (stereo not given) | 98 | 2 | 102 | -7 | 101 | 9 | -0.3 | 1 | -7 | -4 | 0
CCOC(=O)c1c(C)[nH]c2cc(Br)c(O)cc12 | 98 | 7 | 101 | 7 | 100 | 15 | 0.2 | 8 | 7 | 3 | 0
COc1ccccc1CNC(=O)C(NC(=O)c1ccccc1)C(C)C (stereo not given) | 106 | -5 | 105 | -5 | 104 | 12 | 1.6 | -7 | -5 | -6 | 4

More compounds follow.
SMILES | RGS7-Gao | Bim-Bfl-1 | RGS4-Gao reg | Bcl-XL Bim block | RGS8-Gao reg | GSH fluor | ABCB1 block | Bim-Bcl-2 | Bim-Bcl-W | Bim-Bcl-B | ABCG2 inh
COCCCNC(=O)c1cc(C(=O)Cc2ccccc2)c[nH]1 | 99 | 1 | 101 | -2 | 101 | 15 | 0.2 | -2 | -2 | -3 | 4
CC(=O)N1CCc2cc(S(=O)(=O)NCCC(=O)Nc3cccc(C)c3C)ccc21 | 108 | -8 | 102 | -4 | 102 | 23 | 2.2 | -8 | 0 | -7 | 8
C[N+]1(CCCOC(=O)C2(c3ccccc3)CCCC2)CCOCC1 | 101 | 1 | 100 | -1 | 100 | 24 | 0.8 | 0 | 8 | -5 | 2
CCOc1ccccc1N1CCN(C(=S)Nc2ccc(S(N)(=O)=O)cc2)CC1 | 102 | 6 | 101 | -1 | 102 | 9 | -0.1 | 0 | -1 | -11 | 0
CC(C)=CCN1CCN(Cc2ccc(C#CC(C)(C)O)cc2)CC1CCO (stereo not given) | 104 | -4 | 106 | 0 | 109 | 15 | 0.9 | -7 | -1 | -3 | 3
N#Cc1nc(-c2ccccc2Cl)oc1N1CCCCC1 | 99 | -1 | 98 | -1 | 102 | 13 | 0.3 | 0 | 1 | 0 | 5
COc1ccc(SCCc2ccncc2)cc1 | 103 | -5 | 106 | -4 | 102 | 8 | -0.1 | -4 | 0 | -6 | 6
